PRMT1 FP inh = PRMT1 methyltransferase inhibitors, primary screen, biochemical, fluorescence polarization; Protein arginine N-methyltransferase 1 (Homo sapiens), Q99873; recombinant PRMT1, activity-based probe fluorescence polarization; inhibition, % at 2.79 µM; 370,000 tested, 1.3% active;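 active = inhibition above about 21% made by adding two undisclosed values, limit read from the data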
UHRF1 MBD2 ctr = UHRF1 methylated DNA binding inhibitors, primary screen, counter-screen for MBD2 inhibitor project, biochemical, TR-FRET, human UHRF1, single concentration; 370,000 tested, 0.75% active; UHRF1 binding to methylated oligo; E3 ubiquitin-protein ligase UHRF1 (Homo sapiens), Q96T88; inhibition, % at 4.4 µM; in the data active = inhibition above about 21%;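 also: UHRF1 SRA domain binding a hemimethylated CpG hairpin DNA probe; 0% = median of test compound wells and 100% = reference inhibitor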
mABHD4 FP = ABHD4 inhibitors, primary screen, biochemical, fluorescence polarization, mouse; (Lyso)-N-acylphosphatidylethanolamine lipase (Mus musculus), Q8VD66; purified mABHD4, FP-Rh probe fluorescence polarization; inhibition, % at 8.92 µM; 370,000 tested, 0.54% active;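 active = inhibition exceeding the mean over every tested compound plus 3 SD, cut at about 30% in these data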;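 also: 0% = plate median of compound wells and 100% = S159A mutant with DMSO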
Target sequence (Q8VD66 whole entry, looked up): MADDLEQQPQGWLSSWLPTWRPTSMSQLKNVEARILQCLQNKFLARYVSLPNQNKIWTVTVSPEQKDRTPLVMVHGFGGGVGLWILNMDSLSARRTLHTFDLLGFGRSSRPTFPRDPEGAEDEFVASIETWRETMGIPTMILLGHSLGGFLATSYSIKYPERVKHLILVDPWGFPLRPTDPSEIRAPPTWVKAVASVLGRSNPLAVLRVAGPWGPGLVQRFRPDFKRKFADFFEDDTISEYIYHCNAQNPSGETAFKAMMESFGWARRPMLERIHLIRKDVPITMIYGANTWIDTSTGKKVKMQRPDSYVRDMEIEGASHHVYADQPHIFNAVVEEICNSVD
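Assay system: wild-type mouse ABHD4 protein; compound: single nominal dose of 8.92 µM, 0.89% DMSO final; schedule: 45 min + 60 min at 25 °C; measured by: FP readout, ex 525 nm / em 598 nm; evaluation: % inhibition of FP-Rh probe binding versus controls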
rCAG RNA binder = binders of r(CAG) RNA repeats, primary screen, biochemical, fluorescence; inhibition, % at 3 µM; AID 651821, 2012; 370,000 tested, 1.3% active; r(CAG) RNA repeat, TO-PRO-1 dye displacement fluorescence;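 active = inhibition above the plate cutoff, the mean of all test compounds on that plate plus 3 SD, cut at about 35% in these data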;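 also: 0% = DMSO alone and 100% = 100 µM mitoxantrone as full dye displacement; higher means more dye released from RNA so lower well fluorescence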
HTRA1 inhibitor = HTRA1 serine protease inhibitors, primary screen, biochemical, fluorescence polarization, HTS; AID 504803, 2011; Q92743; recombinant HTRA1, FP-rhodamine activity-based probe; inhibition, % at 5.96 µM; 340,000 tested, 0.5% active; in the data active = inhibition above about 36%;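 also: 0% = enzyme with DMSO and 100% = wells lacking enzyme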
TCR CD3 inh = inhibitors of human TCR-CD3 interaction, primary screen, biochemical, fluorescence, TAMRA-labeled TCR probe | 360,000 tested, 0.37% active | AID 651800, 2012 | inhibition, % at 9.4 µM; in the data active = inhibition above about 19%;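 also: recombinant mutant TCR 2C K166C tagged with TAMRA read by polarization; 0% = receptor in buffer alone and 100% = receptor with positive control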
LEDGF integ inh = blockers of LEDGF/p75-dependent integrase strand transfer – biochemical, TR-FRET, high throughput, primary screen | HIV-1 integrase (with human LEDGF/p75) | TR-FRET IN-LEDGF/p75 DNA integration, Eu/Cy5 | inhibition, % at 3.7 µM | 370,000 tested, 0.64% active;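 active = inhibition above the screen-wide mean plus 3 SD, cut at about 13% in these data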;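 also: signal is the Cy5 over europium emission ratio at 671 and 618 nm; 0% = plate median of compound wells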
MBD2 inh = inhibitors of MBD2 binding to methylated DNA, primary screen, biochemical, TR-FRET, DNA-binding domain, human; 370,000 tested, 0.31% active; inhibition, % at 4.4 µM; MBD2 binding to methylated oligonucleotide; in the data active = inhibition above about 13%
Target sequence (Q9UBB5 whole entry, looked up, the tested form may be a part): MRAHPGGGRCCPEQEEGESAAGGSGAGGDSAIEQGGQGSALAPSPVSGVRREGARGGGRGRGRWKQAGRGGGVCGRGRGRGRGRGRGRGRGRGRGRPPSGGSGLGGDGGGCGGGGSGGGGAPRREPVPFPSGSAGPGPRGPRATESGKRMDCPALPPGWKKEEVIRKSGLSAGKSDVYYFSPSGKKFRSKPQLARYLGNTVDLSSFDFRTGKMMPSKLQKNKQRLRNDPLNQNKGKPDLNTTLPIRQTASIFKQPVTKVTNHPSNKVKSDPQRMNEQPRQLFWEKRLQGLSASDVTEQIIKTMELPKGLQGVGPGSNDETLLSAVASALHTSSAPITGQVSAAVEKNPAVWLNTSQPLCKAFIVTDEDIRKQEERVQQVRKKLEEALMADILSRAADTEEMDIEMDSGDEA
Rev-erbA mod = modulators of Rev-erb alpha DNA binding, primary screen, biochemical, FITC-DNA, fluorescence polarization, uHTS; Nuclear receptor subfamily 1 group D member 1 (Homo sapiens), P20393; Rev-erbα–FITC-DNA binding, 90 min; activity, % at 10 µM; 370,000 tested, 0.79% active; AID 1259318, 2017;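 active = activity above about 14%, limit read from the data; passing the limit was not always enough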;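 also: 0% = DMSO wells with 35 nM protein and 100% = DMSO wells with 750 nM protein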
PG9 binder = binders of HIV-1 gp120 antibody PG9, primary screen, biochemical, TR-FRET. HIV-1 gp120 / PG9 antibody interaction. TR-FRET gp120-PG9 antibody binding. inhibition, % at 6.7 µM. 360,000 tested, 0.43% active; in the data active = inhibition above about 8.5%
* = called active by the depositor. An excerpt; rates above refer to the full screens.

Values run as follows: PRMT1 FP inh | UHRF1 MBD2 ctr | mABHD4 FP | rCAG RNA binder | HTRA1 inhibitor | TCR CD3 inh | LEDGF integ inh | MBD2 inh | Rev-erbA mod | PG9 binder
O=C(OCc1nc2ccsc2c(=O)[nH]1)c1cc(Br)c(Br)s1
  1.6 | 0.9 | 8.1 | 9.0 | -14.9 | -5.0 | 0.8 | 3.7 | 1.1 | -0.9
Cc1cc(Nc2nnnn2-c2ccccc2)n(-c2ccccc2)n1
  -0.8 | 4.7 | -6.7 | 4.2 | -5.4 | -0.7 | 1.1 | 6.5 | -1.8 | -0.2
N#Cc1c(NC(=O)C2C3C=CC(C3)C2C(=O)O)sc2c1CCCCC2 (configuration not stated)
  4.3 | 1.9 | 16.0 | 5.2 | -1.0 | -2.6 | -5.0 | -5.0 | -4.1 | -0.6
COC(=O)[C@H](C)NC(=O)Nc1cc(Cl)ccc1C
  -5.8 | -4.4 | 1.9 | -1.0 | 7.0 | -0.2 | 3.9 | -4.3 | -2.6 | -0.5
COCC1CCCCN1C(=O)c1ccc2oc(CCc3ccccc3)nc2c1 (configuration not stated)
  -0.5 | -1.7 | -1.0 | -11.0 | -4.0 | 9.7 | -2.3 | 5.2 | 1.3 | -0.5
O=C(O)CCC(=O)NNC(=O)c1cccc(Br)c1
  1.7 | 0.6 | 0.4 | 0.8 | -0.6 | 6.5 | -1.4 | 4.0 | 1.5 | 0.5
CCc1ccccc1Nc1nc(-c2cccnc2)cs1
  3.5 | 0.6 | 7.6 | -5.0 | -27.6 | -1.4 | -1.3 | 3.9 | 1.9 | -1.6
Cc1ccsc1C(=O)N1CCC(N2CCC(C(=O)NCC3CCCO3)CC2)CC1 (configuration not stated)
  -4.7 | 0.4 | -37.9 | -3.4 | -15.2 | -6.0 | 2.5 | -0.7 | 1.8 | 2.0
C[C@H](CO)N1C[C@H](C)[C@@H](CN(C)Cc2ccncc2)Oc2c(NS(=O)(=O)c3cccs3)cccc2C1=O
  1.7 | -0.3 | 5.7 | 0.2 | -3.7 | 3.4 | -3.1 | 4.6 | -0.9 | -0.7
O=C(Nc1ccc(O)cc1C(=O)O)c1ccc2c(c1)C(=O)N(Cc1ccco1)C2=O
  6.4 | 2.6 | 14.5 | 72.8* | 4.3 | -5.5 | 7.8 | -0.4 | 0.1 | 1.8
CN(C(=O)CNC(=O)c1ccc(Br)o1)C1CCCCC1
  -0.1 | 0.1 | -6.3 | -2.4 | 0.9 | 7.5 | -0.2 | -3.8 | -0.9 | -0.9
CC(NC(=O)c1ccccc1F)C(=O)O (configuration not stated)
  0.0 | -2.5 | 4.4 | 3.1 | -1.6 | 1.4 | -1.9 | 3.9 | -3.4 | 0.7
O=C(NCCc1ccccn1)c1cc(C(=O)C2CCCCC2)c[nH]1
  -1.9 | -3.0 | -2.1 | -4.5 | -0.5 | 1.9 | -2.4 | 0.0 | -0.6 | 10.2*
Cc1cc(S(=O)(=O)N2CCOCC2)ccc1OCC(=O)Nc1ccccc1C(F)(F)F
  1.6 | -2.0 | 6.5 | -2.1 | 4.4 | -4.3 | -2.1 | -6.2 | 5.1 | 0.4
O=c1[nH]c2cc3c(cc2cc1CN(Cc1cccnc1)C(=S)NCc1ccco1)OCCO3
  -2.9 | -3.2 | -5.8 | 2.8 | -26.1 | 0.4 | 3.9 | 2.2 | 3.4 | 1.5
C/C(=N\NC(=O)c1ccccc1N)c1ccc(NC(=O)Cc2ccccc2)cc1
  -1.6 | -2.5 | -7.7 | -0.8 | -2.6 | 4.6 | -0.5 | 1.4 | 0.5 | 0.3
O=C(NC1CCCCC1)C(c1ccccc1)N(C(=O)c1cccs1)c1ccc2c(c1)OCO2 (configuration not stated)
  -3.3 | 1.1 | -2.4 | 0.7 | -4.9 | 3.2 | -1.5 | 0.5 | -0.5 | -0.1
O=C(COC(=O)c1cc(Br)ccc1O)Nc1ccc2c(c1)OCCO2
  -1.6 | -1.4 | 0.5 | 6.2 | -1.1 | -8.5 | -1.0 | -1.9 | 4.3 | 0.8
COc1ccc(CNC(=O)c2cc(=O)c3ccc(C)c(C)c3o2)cc1
  -0.6 | 0.9 | 6.2 | 1.1 | -15.9 | 6.3 | 0.8 | -0.4 | 2.1 | -0.1
CC(=O)N1CCc2cc(S(=O)(=O)NCCC(=O)NCCc3ccc(C)cc3)ccc21
  0.5 | 14.9 | -0.8 | -0.8 | 1.7 | -0.6 | -1.3 | -2.4 | 3.5 | -0.6
O=C(N/N=C/c1ccc([N+](=O)[O-])cc1)c1ccc(COc2ccccc2-c2ccccc2)cc1
  0.6 | 4.5 | -8.1 | 5.4 | -11.2 | -4.7 | 4.0 | 2.1 | -6.5 | -1.7
COc1ccc(-n2cc(CNC(C)c3ccncn3)c(-c3cccc(F)c3)n2)cc1 (configuration not stated)
  -3.0 | -4.9 | 3.2 | -3.9 | -18.2 | -0.6 | 2.8 | 1.4 | -2.3 | -2.8
COCCn1c(SCC(=O)N2CCCC(C)C2)nnc1-c1ccco1 (configuration not stated)
  1.4 | -3.5 | -6.7 | 2.8 | -0.1 | -11.4 | 0.3 | -2.5 | -0.6 | -1.2
N#Cc1c2n(c3c(=O)n(Cc4ccc(Cl)cc4)cnc13)CCCCC2
  2.3 | 4.0 | -8.1 | 1.4 | 7.5 | -5.7 | -1.9 | 5.5 | 1.0 | -0.3

Nothing new here: entries from further up.
Values run as follows: PRMT1 FP inh | UHRF1 MBD2 ctr | mABHD4 FP | rCAG RNA binder | HTRA1 inhibitor | TCR CD3 inh | LEDGF integ inh | MBD2 inh | Rev-erbA mod | PG9 binder
O=C(NC1CCCCC1)C(c1ccccc1)N(C(=O)c1cccs1)c1ccc2c(c1)OCO2 (configuration not stated)
  -3.3 | 1.1 | -2.4 | 0.7 | -4.9 | 3.2 | -1.5 | 0.5 | -0.5 | -0.1
O=C(COC(=O)c1cc(Br)ccc1O)Nc1ccc2c(c1)OCCO2
  -1.6 | -1.4 | 0.5 | 6.2 | -1.1 | -8.5 | -1.0 | -1.9 | 4.3 | 0.8
COc1ccc(CNC(=O)c2cc(=O)c3ccc(C)c(C)c3o2)cc1
  -0.6 | 0.9 | 6.2 | 1.1 | -15.9 | 6.3 | 0.8 | -0.4 | 2.1 | -0.1
CC(=O)N1CCc2cc(S(=O)(=O)NCCC(=O)NCCc3ccc(C)cc3)ccc21
  0.5 | 14.9 | -0.8 | -0.8 | 1.7 | -0.6 | -1.3 | -2.4 | 3.5 | -0.6
O=C(N/N=C/c1ccc([N+](=O)[O-])cc1)c1ccc(COc2ccccc2-c2ccccc2)cc1
  0.6 | 4.5 | -8.1 | 5.4 | -11.2 | -4.7 | 4.0 | 2.1 | -6.5 | -1.7
COc1ccc(-n2cc(CNC(C)c3ccncn3)c(-c3cccc(F)c3)n2)cc1 (configuration not stated)
  -3.0 | -4.9 | 3.2 | -3.9 | -18.2 | -0.6 | 2.8 | 1.4 | -2.3 | -2.8
COCCn1c(SCC(=O)N2CCCC(C)C2)nnc1-c1ccco1 (configuration not stated)
  1.4 | -3.5 | -6.7 | 2.8 | -0.1 | -11.4 | 0.3 | -2.5 | -0.6 | -1.2
N#Cc1c2n(c3c(=O)n(Cc4ccc(Cl)cc4)cnc13)CCCCC2
  2.3 | 4.0 | -8.1 | 1.4 | 7.5 | -5.7 | -1.9 | 5.5 | 1.0 | -0.3

Compound activity as filed in PubChem.
